Compound activity from PubChem.
L3MBTL1 inh: inhibitors of human L3MBTL1; 0.66% of 230,000 active; AlphaScreen L3MBTL1–H3K9me1 peptide binding; Potency, µM (doses to about 57.1 µM), for inactives: at the highest dose activity, negative = inhibition, hits mostly inhibitors; Q9Y468; also: nearly all actives have a fitted effect of over 60% in size
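AlphaScreen assay: L3MBTL1 (50 nM final) was preincubated 30 min at room temperature with biotinylated H3(1-15)K9me1 peptide (75 nM final), then 30 min with library compounds; streptavidin donor and nickel chelate acceptor beads (10 ug/mL final) added, 30 min dark.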
RECQ1 inh: blocks DNA unwinding by human RECQ1; Potency, µM (doses to about 57.3 µM), for the others: at the top dose activity, negative = inhibition, most hits filed as inhibitors; P46063; AID 2549; 0.54% of 240,000 active; RECQ1 DNA unwinding, red fluorescence kinetic read;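 also: plate controls were vehicle for no effect and no enzyme for full effect; nearly all actives have a fitted effect of over 30% in size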
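50 nM RECQ1T1 preincubated 15 min with compound in Tris pH 8.0 buffer with MgCl2, DTT, Tween-20 and 2.5 ug/ml poly(dI-dC); started with 200 nM TAMRA/BHQ-2 forked duplex and 2 mM ATP. Unwinding read as fluorescence (525/598 nm), two reads 2 h apart.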
TRb SRC2 PPI: inhibitors of human thyroid hormone receptor beta-SRC2 interaction; Potency, µM (series often up to 106 µM), without a hit: at the top dose activity change, negative = inhibition, most hits filed as inhibitors; AID 1469; TRbeta-SRC2 peptide binding, fluorescence polarization; receptor liganded with 1 µM T3; 0.065% of 280,000 active;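 also: plate controls were bound peptide for no effect and peptide without receptor for full effect; nearly all actives have a fitted effect of over 50% in size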
Target sequence (P10828 whole entry, looked up): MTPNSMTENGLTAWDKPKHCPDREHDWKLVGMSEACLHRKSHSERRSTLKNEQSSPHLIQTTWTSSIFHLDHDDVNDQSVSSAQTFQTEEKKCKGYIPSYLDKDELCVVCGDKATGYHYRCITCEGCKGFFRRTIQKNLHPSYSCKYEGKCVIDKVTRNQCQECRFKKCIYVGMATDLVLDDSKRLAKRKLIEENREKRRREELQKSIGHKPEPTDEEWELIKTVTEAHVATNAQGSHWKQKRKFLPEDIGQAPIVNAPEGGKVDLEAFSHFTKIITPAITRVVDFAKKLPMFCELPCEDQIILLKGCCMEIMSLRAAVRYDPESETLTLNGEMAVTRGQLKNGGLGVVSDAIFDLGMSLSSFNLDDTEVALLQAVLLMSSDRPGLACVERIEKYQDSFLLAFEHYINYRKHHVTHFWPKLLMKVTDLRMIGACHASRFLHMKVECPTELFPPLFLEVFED
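Human TRb LBD (0.6 uM) plus Texas Red-labeled SRC2 peptide (20 nM), 1uM T3, 5% DMSO, 5 hr at ambient temperature. Decreased polarization (555/632 nm) flags inhibition; data normalized to free and bound peptide controls.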
GAA spleen mod: inhibitors or activators of human alpha-glucosidase in spleen homogenate; P10253; human spleen homogenate, 4-MU-alpha-glucoside fluorescence; Potency, µM (top dose mostly 79.9 µM), for inactives: at the top dose activity change, negative = inhibition, most hits filed as inhibitors; 0.006% of 240,000 active; AID 2112;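 also: 0% = enzyme with vehicle and -100% = no enzyme basal signal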
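Compounds were titrated against alpha-glucosidase in spleen homogenate at pH 5.0, with 1 mM 4-methylumbelliferyl substrate for 40 min at 37 C. Reactions were quenched with pH 10 NaOH/glycine and fluorescence measured.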
GAA inhib: blocks human lysosomal alpha-glucosidase | P10253 | purified human GAA, 4-MU-alpha-glucoside fluorescence | Potency, µM (top dose mostly 76.9 µM), for the others: at the top dose activity change, negative = inhibition, usual class: inhibitors | 0.005% of 200,000 active | AID 1466;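 also: plate controls were uninhibited enzyme wells for no effect and no-enzyme background for full effect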
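Compounds are titrated up to 77 uM against 4 nM human enzyme. Substrate 4-methylumbelliferyl-alpha-D-pyranoside (400 uM) reacts 20 min at room temperature in pH 5.0 buffer; liberated 4-methylumbelliferone is read at 440 nm.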
GAA glycogen: GAA glycogen-cleavage inhibition or activation | P10253 | recombinant GAA, glycogen substrate, Amplex Red glucose oxidase fluorescence | Potency, µM (series often up to 76.4 µM), inactives show top-dose activity change, negative = inhibition, usual class: inhibitors | 0.38% of 300,000 active;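 also: 0% = full enzyme reaction and -100% = no-enzyme basal signal; the screen sought inhibitors and activators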
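Recombinant enzyme (4 nM final) with compounds titrated up to 77 uM and bovine liver glycogen (30 ug) in citrate pH 5.0, 0.01% Tween-20, 37 C 40 min. Released glucose detected by Amplex Red/glucose oxidase (Ex 573/Em 610); AC50 from Hill fits.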
GoLoco inh red: blocks human Gai1 binding to RGS12 GoLoco peptide, red readout; Potency, µM (highest dose often 61.6 µM), for inactives: top-dose activity, negative = inhibition, usual class: inhibitors; Gai1:RGS12 GoLoco peptide FP, rhodamine, 10 min; P63096; 0.44% of 230,000 active; active = well fitted inhibition curve with a large enough effect, not every such curve was filed as active; inactive = no such curve, though single readings can be large or run the other way; also: nearly all actives have a fitted effect of over 30% in size; many of its hits are not listed in these tables
Target sequence (P63096 whole entry, looked up): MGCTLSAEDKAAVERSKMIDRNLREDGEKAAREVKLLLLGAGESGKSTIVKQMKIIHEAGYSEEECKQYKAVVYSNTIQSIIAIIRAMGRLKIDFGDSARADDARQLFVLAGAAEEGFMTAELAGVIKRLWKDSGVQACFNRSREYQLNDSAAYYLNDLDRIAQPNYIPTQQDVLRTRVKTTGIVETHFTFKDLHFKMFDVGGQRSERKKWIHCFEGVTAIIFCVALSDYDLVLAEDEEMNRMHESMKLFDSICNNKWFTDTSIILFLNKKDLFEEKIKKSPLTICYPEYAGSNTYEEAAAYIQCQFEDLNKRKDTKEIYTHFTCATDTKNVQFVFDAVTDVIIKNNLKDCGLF
TR SRC2 fluor cs: counter-screen for TRb-SRC2 inhibitors: fluorescence interference | TRb/SRC2 Texas Red total fluorescence interference | Potency, µM (series often up to 106 µM), without a hit: top-dose fluorescence change, negative = quenching | 0.29% of 280,000 active | AID 1479; active = well fitted curve in either direction with a large enough effect; inconclusive = small, poorly fitted or top-dose-only effect
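Human TRβ ligand-binding domain (0.6 uM) and Texas Red SRC2 peptide (20 nM) in Tris buffer with 1 uM T3 and 5% DMSO were incubated with pinned compound for 5 hr at ambient temperature. Total fluorescence was computed as S + 2P (555/632 nm).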
* marks the source's active call; other numbers are inactive results; i = inactive; u = inconclusive; x = not tested or not shown; [ ] = remark or other dose. Unless noted, calls follow the shape of the dose curve; as a rule, active = well fitted curve in the direction sought with a large enough effect; inconclusive = small, poorly fitted or top-dose-only effect, or another doubt; inactive = no such curve, though single readings can be large; an effect the other way counts as inactive or inconclusive. Unless noted, % is scaled to controls: 0 for no effect and ±100 for the full control effect; potency is read from the fitted curve at half-maximal effect.

Values run as follows: L3MBTL1 inh, RECQ1 inh, TRb SRC2 PPI, GAA spleen mod, GAA inhib, GAA glycogen, GoLoco inh red, TR SRC2 fluor cs
Cc1noc(C)c1C(=O)OCC(=O)c1c[nH]c2ccccc12
    -7.2%, i, -3.8%, 3.7%, -6.2%, 4.2%, 6.3%, -3.7%
O=C(CS(=O)(=O)c1c[nH]c2ccccc12)N1CCc2ccccc21
    1.6%, -16.3%, 1.0%, -2.7%, x, 12.3%, -0.6%, 1.8%
CNC(=O)CSc1nnnn1-c1ccc2c(c1)OCCO2
    u, i, -28.8%, -3.8%, -0.6%, 7.9%, 12.8%, 0.7%
COc1cccc(CNC(=O)CCN2C(=S)NC(C)(C)CC2C)c1 (centres undefined)
    5.7%, -2.6%, -2.1%, -2.8%, -1.3%, 5.9%, 0.3%, -3.2%
O=C(CN1C(=O)COc2ccccc21)c1ccc(Cl)cc1
    8.6%, -5.7%, 4.3%, 3.2%, -12.5%, 4.7%, 1.5%, 3.2%
C=C1C(C(=O)Nc2ccccc2)C1C(=O)Nc1ccccc1 (centres undefined)
    -11.3%, -14.5%, -1.5%, -9.4%, x, 3.0%, 4.8%, -3.6%
CCOC(=O)c1[nH]c2ccccc2c1NC(=O)c1ccc(S(=O)(=O)N2CCCCC2)cc1
    0.4%, 0.1%, 9.2%, 2.1%, -8.5%, -11.0%, -2.4%, 1.6%
Oc1cc2ccccc2cc1-c1n[nH]c(=S)n1Cc1ccco1
    -29.9%, -10.7%, -4.9%, 14.8%, 4.4%, -24.9%, 25.6%, -0.9%
C/C(Cc1ccccc1)=N\NC(=O)c1cc(C(C)(C)C)[nH]n1
    x, -0.1%, -2.0%, 8.7%, 2.5%, 3.3%, 5.9%, -4.7%
S=C(NC1CCCCC1)N1CCc2[nH]c3ccccc3c2C1
    -10.8%, 15.5%, -3.2%, 2.3%, x, -9.7%, 4.7%, -2.0%
COc1cccc(N2CCN(S(=O)(=O)c3ccc4nc(-c5ccccc5)[nH]c4c3)CC2)c1
    x, -2.3%, 0.1%, -2.4%, -2.1%, 2.1%, 13.4%, -1.9%
CC(C)Oc1ccccc1C(=O)NC(CO)C(=O)O (centres undefined)
    -2.4%, i, -0.9%, -5.0%, 12.4%, -7.5%, 19.9%, -1.5%
Cn1c(Cn2nnc3ccccc32)nnc1SCC(=O)N1CCc2ccccc21
    -6.5%, -12.4%, 2.6%, -6.9%, 1.2%, 4.3%, 5.3%, 0.5%
COc1ccc(C(C)=O)cc1COC(=O)c1cccc(N(C)C)c1
    -2.7%, -11.4%, -6.7%, -6.3%, -4.0%, -8.5%, 6.3%, -2.2%
CCOC(=O)c1c(C)[nH]c(C)c1C(=O)CSc1nnc(-c2ccncc2)n1C
    -12.5%, -12.4%, 0.1%, -2.3%, -4.1%, 19.5%, 0.3%, -0.5%
Oc1ccc2oc3c(c2c1C=NCc1ccncc1)CCCC3
    35.3%[activator], -4.8%, 1.7%, 6.0%, x, 21.4%, 3.5%, -1.3%
O=C(c1ccc(S(=O)(=O)N2CCOCC2)cc1)N1CCOCC1
    u, i, 9.3%[53 µM], 4.4%, 8.8%, 0.0%, -4.7%, -0.3%[53 µM]
CCCCNc1nc(C)nc2c1nc(-c1ccccc1)n2CCCN(CC)CC
    x, 0.0%, 0.2%, -1.5%, x, x, 11.3%, -3.0%
Cc1cc(C)nc(-n2nc(C)cc2NC(=O)c2ccc(F)cc2F)n1
    -1.2%, i, 5.6%, 2.2%, 4.1%, 0.5%, 7.5%, -1.4%
OC(CCCCN1CCCCC1)c1ccccc1 (centres undefined)
    -14.3%, i, 3.6%, -1.8%, -1.8%, -2.0%, 10.0%, 1.2%

Looked up above:
Cc1cc(C)nc(-n2nc(C)cc2NC(=O)c2ccc(F)cc2F)n1 in GAA glycogen → 0.5%
Oc1ccc2oc3c(c2c1C=NCc1ccncc1)CCCC3 in GAA spleen mod → 6.0%
CCOC(=O)c1c(C)[nH]c(C)c1C(=O)CSc1nnc(-c2ccncc2)n1C in RECQ1 inh → -12.4%
OC(CCCCN1CCCCC1)c1ccccc1 (centres undefined) in L3MBTL1 inh → -14.3%
Cn1c(Cn2nnc3ccccc32)nnc1SCC(=O)N1CCc2ccccc21 in GAA inhib → 1.2%

Later entries
Values run as follows: L3MBTL1 inh, RECQ1 inh, TRb SRC2 PPI, GAA spleen mod, GAA inhib, GAA glycogen, GoLoco inh red, TR SRC2 fluor cs
CC(=O)c1c(OC(=O)c2cccc(Cl)c2)c2ccccc2n1C
    2.5%, -5.8%, 0.0%, -2.1%, -4.9%[15.4 µM], -0.3%, 8.3%, -1.4%
Cc1csc(Sc2ccc(S(=O)(=O)N3CCCC3)cn2)n1
    -3.0%, -1.1%, 8.2%, -5.9%, -3.4%, 5.9%, 7.4%, -1.7%
O=C(C1CCCN1S(=O)(=O)c1cccc2cccnc12)N1CCc2ccccc2C1 (centres undefined)
    x, -13.4%, -19.4%, -11.9%, -7.6%, -16.7%, -0.7%, -1.3%
CCOc1cc(S(=O)(=O)N(Cc2ccccc2)Cc2ccccc2)c(OCC)cc1-n1cnnn1
    -0.5%, -12.1%, -10.1%, -3.8%, -0.8%, -3.1%, -10.0%, -1.1%
OC(COc1ccc(CN2CCSCC2)cc1)CN1CCCCC1 (centres undefined)
    -8.0%, -3.9%, -5.3%, -19.0%, -6.7%, -11.6%, 16.6%, -3.3%
COC(=O)CC1Oc2ccc(C)cc2NC1=O (centres undefined)
    x, -4.7%, -20.1%, 2.2%, u, 1.6%, 2.6%, -1.3%
O=c1cc(-c2ccc([N+](=O)[O-])cc2)c2ccc(O)cc2o1
    -0.3%, 3.3%, -3.8%, -5.8%, -3.9%, 1.4%, 56.3%[activator], -2.3%
CC(C)c1ccccc1NC(=O)COC(=O)Cc1ccsc1
    8.7%, -9.2%, -5.4%, -6.4%, 6.9%, 0.4%, -4.9%, 1.4%
O=C(O)CSCc1cn2cc(Cl)ccc2n1
    x, -0.2%, -0.5%, -0.8%, -2.9%, 2.5%, 3.1%, 1.2%
Cc1ccc(-c2cc(C(=O)OCC(=O)Nc3ncc(C(F)(F)F)cc3Cl)c3ccccc3n2)cc1
    7.5%, -6.7%, -2.2%, 5.1%, 5.7%, -4.2%, 5.2%, -2.7%
CCOc1ccccc1NC(=O)CSc1nnc(Cn2c(=O)sc3ccccc32)n1C
    8.0%, -2.4%, 7.9%, -7.0%, -3.1%, 0.2%, -9.8%, -4.7%
O=C(Cc1ccccc1)c1ccc2c(c1)OCCO2
    18.1%, i, 1.4%, -5.5%, u, -7.1%, 11.4%, -1.9%
CCOC(=O)C1C(=O)NC(SCC(=O)OC)=C(C#N)C1c1ccccc1OCC (centres undefined)
    x, -1.5%, -14.4%, 3.8%, 3.1%, -10.3%, 2.9%, -0.4%
COc1ccc(-c2c(C)cc3oc(=O)cc(-c4ccccc4)c3c2C)cc1OC
    -9.8%, -2.7%[81.1 µM], 5.5%, -5.7%[119 µM], x, x, 2.9%[88.7 µM], 1.4%
Cc1ccc(C(=O)NNC(=O)C2CCCN(c3ncccn3)C2)cc1 (centres undefined)
    -0.9%, -14.8%, 2.9%, -17.2%, -0.5%, 6.6%, -6.0%, -4.7%
C#CCOCCOCCOCCNc1nc(N2CCN(C(=O)[C@H](Cc3ccc(O)cc3)n3cc([C@@H](N)C(C)CC)nn3)CC2)nc(N2CCN(C(=O)[C@H](Cc3cc4ccccc4[nH]3)n3cc([C@@H](N)C(C)CC)nn3)CC2)n1 (some centres undefined)
    u, u, 11.0%, 2.4%, x, -3.6%, 9.9%, -4.7%
O=C(NCCc1ccc(Cl)cc1)c1ccc(CNc2c(N3CCOCC3)c(=O)c2=O)cc1
    x, -8.5%, -6.8%, 0.8%, x, 3.8%, 6.0%, -6.4%
CC(C)(O)C#Cc1ccc(CN2CCN(Cc3ccccc3)C(CCO)C2)cc1 (centres undefined)
    -8.2%, i, 5.4%, 5.9%, x, -1.7%, 0.6%, -3.8%
CN(C)c1ccc(CN(C(=O)/C=C/c2ccccc2Cl)C2CCS(=O)(=O)C2)cc1 (centres undefined)
    -19.7%, i, -6.1%, 0.5%, x, -28.9%, 3.9%, -4.6%
CC1(C)NC(=O)N(CC(=O)OCC(=O)Nc2sccc2C#N)C1=O
    -21.1%, -3.9%, 11.8%, -25.2%, 0.2%, 1.4%, 12.8%, 2.0%

An excerpt of these results, as labelled records:
SMILES: CN(C)c1ccc(CN(C(=O)/C=C/c2ccccc2Cl)C2CCS(=O)(=O)C2)cc1 (centres undefined)
  L3MBTL1 inh = -19.7% | RECQ1 inh = i | TRb SRC2 PPI = -6.1% | GAA spleen mod = 0.5% | GAA inhib = x | GAA glycogen = -28.9% | GoLoco inh red = 3.9% | TR SRC2 fluor cs = -4.6%

SMILES: CC(C)c1ccccc1NC(=O)COC(=O)Cc1ccsc1
  L3MBTL1 inh = 8.7% | RECQ1 inh = -9.2% | TRb SRC2 PPI = -5.4% | GAA spleen mod = -6.4% | GAA inhib = 6.9% | GAA glycogen = 0.4% | GoLoco inh red = -4.9% | TR SRC2 fluor cs = 1.4%

The list is partial. The share of hits here may be higher or lower than overall.
